Compound activity (PubChem)
NALP3 yeast inh = NALP3 inflammasome inhibitors in reconstituted yeast, primary screen, luminescence, uHTS; Yeast reconstituted NLRP3/ASC/caspase-1, beta-gal luminescence, 24 h; inhibition, % at 10 µM; actives 0.39% (n = 330,000);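 active = inhibition of 50% or more; inactive = inhibition below 50%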;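 note: plate controls were induced DMSO wells for no effect and uninduced yeast grown without galactose for full effect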
ATG4B inh = ATG4B protease inhibitors, primary screen, biochemical, fluorescence, uHTS; Cysteine protease ATG4B (Homo sapiens), Q9Y4P1; ATG4B cleavage of LC3-PLA2, NBD-HPC fluorescence, 1 h; inhibition, % at 8.33 µM; actives 0.51% (n = 340,000); in the data active = inhibition above about 40%
hIAP block = human IAP inhibitors, primary screen, biochemical, luminescence, uHTS; purified IAP, CDP-Star luminescence, 30 min; inhibition, % at 10 µM; actives 0.12% (n = 330,000); AID 2544, 2010;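 active = inhibition reaching a set limit with compound at 10 µM in the primary screen, cut at about 35% in these data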;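 note: plate controls were DMSO wells with enzyme for no effect and no-enzyme buffer wells for full effect; values of inactives mirror those of a sister screen read the other way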
mIAP act = activators of mouse IAP, primary screen, biochemical, luminescence, uHTS; activation factor at 10 µM; AID 2805, 2010; intestinal alkaline phosphatase [Mus musculus]; muIAP, CDP-Star luminescence, 30 min; active compounds read high; 1 = vehicle-only enzyme signal, 0 = enzyme-free wells; actives 0.24% (n = 330,000);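 active = activation factor of at least 2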; note: the source names both 10 and 20 µM as test concentration; values of inactives mirror those of a sister screen read the other way
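System: Mouse IAP enzyme | Also added: CDP-Star substrate | Dosing: Compounds dispensed in DMSO | Schedule: 30 min enzyme-substrate-compound incubation at room temperature | Technique: Chemiluminescence readout | Control set: DMSO-only wells and no-enzyme negative control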
mIAP block = inhibitors of mouse IAP, primary screen, biochemical, luminescence, uHTS; intestinal alkaline phosphatase [Mus musculus]; actives 0.2% (n = 330,000); purified mouse IAP, CDP-Star luminescence, 30 min; inhibition, % at 10 µM;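 active = inhibition of at least 40% at 10 µM in the primary screen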;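 note: plate controls were DMSO with enzyme for no effect and no enzyme wells for full effect; values of inactives mirror those of a sister screen read the other way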
TIM10 inh = growth inhibitors of isogenic TIM10 control yeast, primary screen, counter-screen for tim10-1 yeast inhibitor project, luminescence, uHTS. S. cerevisiae TIM10 strain growth, BacTiter-Glo luminescence, 24 h. inhibition, % at 10 µM. actives 1.4% (n = 330,000);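 active = inhibition of 40% or more at the single tested concentration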;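 note: wild-type TIM10 isogenic control strain grown at permissive 25 °C; 0% = DMSO yeast wells and 100% = minimal medium wells without yeast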
Apaf-1 inh = inhibitors of human Apaf-1 apoptosome, primary screen, biochemical, DEVD-Rh110 fluorescence, uHTS; Apoptotic protease-activating factor 1 (Homo sapiens), O14727; reconstituted apoptosome caspase-3 activity; inhibition, % at 20 µM; actives 0.71% (n = 330,000); AID 489030, 2010; active = inhibition of at least 40% at 20 µM;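 note: plate controls were DMSO wells for no effect and DEVD-CHO caspase inhibitor wells for full effect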
Target sequence (O14727 whole entry, looked up): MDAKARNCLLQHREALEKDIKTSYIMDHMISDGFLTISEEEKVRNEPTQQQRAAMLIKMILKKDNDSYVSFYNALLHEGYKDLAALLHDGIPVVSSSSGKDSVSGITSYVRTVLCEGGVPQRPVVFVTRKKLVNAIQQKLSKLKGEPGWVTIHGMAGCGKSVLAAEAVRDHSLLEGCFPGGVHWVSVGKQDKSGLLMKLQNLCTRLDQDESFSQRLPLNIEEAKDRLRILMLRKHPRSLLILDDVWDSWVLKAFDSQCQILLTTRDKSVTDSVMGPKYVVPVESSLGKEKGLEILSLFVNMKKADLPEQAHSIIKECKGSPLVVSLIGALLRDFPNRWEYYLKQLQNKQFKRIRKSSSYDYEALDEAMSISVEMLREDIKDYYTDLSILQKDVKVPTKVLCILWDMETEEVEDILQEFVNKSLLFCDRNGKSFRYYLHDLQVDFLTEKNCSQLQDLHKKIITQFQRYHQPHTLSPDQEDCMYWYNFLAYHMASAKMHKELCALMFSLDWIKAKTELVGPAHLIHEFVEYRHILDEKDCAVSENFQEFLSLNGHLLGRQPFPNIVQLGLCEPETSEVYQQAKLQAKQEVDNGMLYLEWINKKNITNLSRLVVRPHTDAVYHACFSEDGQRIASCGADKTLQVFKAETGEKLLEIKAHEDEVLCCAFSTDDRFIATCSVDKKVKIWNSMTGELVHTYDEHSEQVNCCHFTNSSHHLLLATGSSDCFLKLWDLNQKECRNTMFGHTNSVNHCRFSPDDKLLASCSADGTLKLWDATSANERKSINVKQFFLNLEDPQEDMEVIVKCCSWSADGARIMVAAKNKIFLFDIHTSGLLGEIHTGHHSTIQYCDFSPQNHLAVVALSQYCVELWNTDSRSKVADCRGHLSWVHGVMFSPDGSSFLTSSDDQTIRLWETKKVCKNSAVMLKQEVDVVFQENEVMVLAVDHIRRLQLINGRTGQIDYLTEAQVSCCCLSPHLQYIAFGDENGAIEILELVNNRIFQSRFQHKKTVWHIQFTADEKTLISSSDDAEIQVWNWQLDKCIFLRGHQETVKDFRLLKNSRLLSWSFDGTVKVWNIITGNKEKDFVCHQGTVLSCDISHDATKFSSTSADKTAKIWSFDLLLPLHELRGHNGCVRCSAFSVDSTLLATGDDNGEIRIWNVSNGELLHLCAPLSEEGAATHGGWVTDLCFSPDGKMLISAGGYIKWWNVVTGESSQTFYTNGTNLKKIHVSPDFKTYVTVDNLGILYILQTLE
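Assay system – apoptosome proteins · Medium – Hepes buffer, pH 7.5 · Also added – cytochrome c with DEVD-Rh110 · Timing – 30 min compound preincubation, 50 min activation, room temperature · Detection – Rh110 fluorescence, excitation 480 nm, emission 540 nm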
tim10-1 inh = growth inhibitors of tim10-1 mutant yeast, primary screen, luminescence, uHTS | S. cerevisiae tim10-1 ts strain growth, BacTiter-Glo, 24 h | inhibition, % at 20 µM | actives 2.2% (n = 330,000) | AID 463190, 2010;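 active = inhibition of at least 40%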;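 note: mutant grown at 25 °C; 0% = DMSO wells with yeast and 100% = wells holding no yeast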
hIAP activ = human IAP activators, primary screen, biochemical, luminescence, uHTS; Intestinal-type alkaline phosphatase (Homo sapiens), P09923; purified human IAP, CDP-Star luminescence, 30 min; active compounds read high; 1 = vehicle-only enzyme, 0 = enzyme-free background; activation factor at 10 µM; actives 0.16% (n = 330,000); AID 2524, 2010;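 active = activation factor of the enzyme at least 2-fold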; note: the source names both 10 and 20 µM as test concentration; values of inactives mirror those of a sister screen read the other way
An asterisk follows results filed as active.

SMILES	NALP3 yeast inh	ATG4B inh	hIAP block	mIAP act	mIAP block	TIM10 inh	Apaf-1 inh	tim10-1 inh	hIAP activ
CC1CC(C)CN(C(=O)CSc2nnc(CSc3ncccn3)n2C)C1 (centres undefined)	-1	-5	-3	0.98	2	-12	2	3	1
Cc1ccc(/C=C2\SC(=S)N(CCCC(=O)Nc3ccc(O)cc3)C2=O)cc1	10	0	6	0.98	2	-8	-21	9	0.94
CC[C@@H](C)[C@H](NC(=O)OC(C)(C)C)c1nnc(S(=O)(=O)Cc2cc(C)ccc2C)o1	15	-6	2	1	0	35	7	52*	0.98
CCCC(C)C(=O)Nc1ccc2c(c1)OCCO2 (centres undefined)	8	0	-42	1.1	-7	6	-9	-8	1.4
CCN(CC(=O)N1CCN(Cc2ccccc2)CC1)S(=O)(=O)c1ccc(C)cc1	-3	3	8	1	-4	5	16	0	0.92
CCO[C@H]1OC(C(=O)N2CCN(Cc3ccc4c(c3)OCO4)CC2)=C[C@@H](C2CCCCC2)[C@@H]1CCCO	7	-13	20	1	-5	4	29	1	0.8
COc1cc(CC(=O)N/N=C/c2ccc([N+](=O)[O-])cc2)c([N+](=O)[O-])cc1OC	22	-12	-13	0.95	5	-25	0	-6	1.1
CCc1ccccc1N1CC23C=CC(O2)C(C(=O)O)C3C1=O (centres undefined)	8	-1	-12	0.98	2	3	-9	-17	1.1
O=C(CCN1C(=O)C2C3C=CC(C4CC34)C2C1=O)OCC(=O)c1ccccc1 (centres undefined)	8	0	6	1	-3	10	4	19	0.94
CCCC1(C)Nc2ccccc2-c2nc3ccccc3n21 (centres undefined)	33	2	0	1.1	-8	31	12	28	1
COC(=O)c1cc(OC)c(OC)c(OC)c1[N+](=O)[O-]	16	-5	17	0.91	9	6	-5	-6	0.83
Cc1nn(C)cc1C(C)NCc1c(C(=O)N2CCCCCCC2)nc2ccc(Cl)cn12 (centres undefined)	-3	-3	8	0.91	10	12	-17	16	0.92
CCc1ccc2c(c1)C(c1cccs1)=NNC(c1cccnc1)=N2	27	15	2	0.97	3	24	2	11	0.97
COc1ccc(-c2ccc3nnc(SCC(N)=O)n3n2)cc1	-11	2	3	1	-3	-7	-8	6	0.97
CCc1cc(S(N)(=O)=O)cc(CC)c1NC(C)=O	2	-1	-6	1	-3	7	-15	8	1.1
COc1cc(C(=O)N2CCN(CC(O)COc3ccccc3)CC2)cc(OC)c1OC (centres undefined)	11	-2	-10	1	-3	18	-23	-11	1.1
O=C(Nc1nnc(SCc2ccc(F)cc2)s1)c1cccnc1Cl	12	-6	-7	1	-1	15	-11	12	1.1
O=C(N1CCOCC1)N(Cc1ccccc1)c1ccccn1	9	-4	11	0.97	3	9	6	23	0.89
CCC(C)C(=O)Nc1ccccc1N1CCN(c2ccc(F)cc2)CC1 (centres undefined)	16	13	42*	0.87	13	2	17	23	0.58
COc1ccc(N(CC(=O)N/N=C/c2ccco2)S(=O)(=O)c2ccccc2)cc1Cl	0	4	-20	1	-4	14	-14	12	1.2
CCn1c(SCC(=O)N(C)CC(=O)Nc2ccc(F)c(F)c2F)nnc1-c1ccco1	3	5	8	0.91	9	-1	7	1	0.92
Cc1ccc(C2=CC(=O)C[C@H](c3ccc(F)cc3)C2)cc1	17	7	5	0.98	2	-1	23	-1	0.95
CCN1CCN(CCCN(Cc2cccs2)C(=S)Nc2ccccc2C)CC1	13	-14	-14	1.1	-10	-24	3	20	1.1
C[C@@H]1CN([C@@H](C)CO)C(=O)Cc2cc(NS(=O)(=O)c3ccccc3)ccc2O[C@H]1CN(C)S(C)(=O)=O	8	-13	-10	1	-2	-4	3	-4	1.1
O=C(Nc1ccc(Nc2ccccc2)cc1)c1ccccc1	47	-3	4	1	-3	6	-5	-38	0.95
C#CCOCCOCCOCCNc1nc(N2CCN(C(=O)[C@H](CCC(=O)O)n3cc(C(N)CC(C)C)nn3)CC2)nc(N2CCN(C(=O)[C@H](Cc3cc4ccccc4[nH]3)n3cc(C(N)[C@H](C)CC)nn3)CC2)n1 (some centres undefined)	18	-22	9	0.98	2	-5	0	0	0.91
CSc1ccccc1OCc1cc(C(=O)N2C[C@H]3CC[C@H]2C3)no1	29	10	-2	0.98	2	-3	11	16	1
CCCCn1c(N)c(N(CCOC)C(=O)c2cc(CC)c(C)s2)c(=O)[nH]c1=O	19	-6	-8	1	-1	-9	5	-28	1.1
CCN1CCN(C(=S)Nc2cccc(Cl)c2)CC1	-4	3	16	1	-2	8	-8	8	0.84
Cc1cccc2cc(CN(Cc3ccco3)C(=O)c3cccs3)c(=O)[nH]c12	14	-6	6	1.2	-17	13	-1	25	0.94

Already shown: entries from further up.
SMILES	NALP3 yeast inh	ATG4B inh	hIAP block	mIAP act	mIAP block	TIM10 inh	Apaf-1 inh	tim10-1 inh	hIAP activ
CCC(C)C(=O)Nc1ccccc1N1CCN(c2ccc(F)cc2)CC1 (centres undefined)	16	13	42*	0.87	13	2	17	23	0.58
COc1ccc(N(CC(=O)N/N=C/c2ccco2)S(=O)(=O)c2ccccc2)cc1Cl	0	4	-20	1	-4	14	-14	12	1.2
CCn1c(SCC(=O)N(C)CC(=O)Nc2ccc(F)c(F)c2F)nnc1-c1ccco1	3	5	8	0.91	9	-1	7	1	0.92
Cc1ccc(C2=CC(=O)C[C@H](c3ccc(F)cc3)C2)cc1	17	7	5	0.98	2	-1	23	-1	0.95
CCN1CCN(CCCN(Cc2cccs2)C(=S)Nc2ccccc2C)CC1	13	-14	-14	1.1	-10	-24	3	20	1.1
C[C@@H]1CN([C@@H](C)CO)C(=O)Cc2cc(NS(=O)(=O)c3ccccc3)ccc2O[C@H]1CN(C)S(C)(=O)=O	8	-13	-10	1	-2	-4	3	-4	1.1
O=C(Nc1ccc(Nc2ccccc2)cc1)c1ccccc1	47	-3	4	1	-3	6	-5	-38	0.95
C#CCOCCOCCOCCNc1nc(N2CCN(C(=O)[C@H](CCC(=O)O)n3cc(C(N)CC(C)C)nn3)CC2)nc(N2CCN(C(=O)[C@H](Cc3cc4ccccc4[nH]3)n3cc(C(N)[C@H](C)CC)nn3)CC2)n1 (some centres undefined)	18	-22	9	0.98	2	-5	0	0	0.91
CSc1ccccc1OCc1cc(C(=O)N2C[C@H]3CC[C@H]2C3)no1	29	10	-2	0.98	2	-3	11	16	1
CCCCn1c(N)c(N(CCOC)C(=O)c2cc(CC)c(C)s2)c(=O)[nH]c1=O	19	-6	-8	1	-1	-9	5	-28	1.1
CCN1CCN(C(=S)Nc2cccc(Cl)c2)CC1	-4	3	16	1	-2	8	-8	8	0.84

(list continues)
SMILES	NALP3 yeast inh	ATG4B inh	hIAP block	mIAP act	mIAP block	TIM10 inh	Apaf-1 inh	tim10-1 inh	hIAP activ
C=C(C)CSc1nnc2n(C)c(=O)c3c4c(sc3n12)CCC4	13	-3	10	1.1	-6	26	11	46*	0.9
C=CCn1c(SCC(=O)Nc2c(C)n(C)n(-c3ccccc3)c2=O)nnc1-c1cccnc1	1	8	4	1	0	-3	-5	9	0.96
Cc1cc(C(=O)COC(=O)CCc2nc3ccccc3s2)c(C)n1C	12	3	-15	0.96	4	-1	12	34	1.1
Cc1oc(C(C)(C)C)c(CN2CCOCC2)c1C(=O)O	-15	-12	-2	1	0	-3	-8	1	1
O=C1NC(c2cccc([N+](=O)[O-])c2)Oc2ccccc21 (centres undefined)	0	6	5	0.99	1	26	1	18	0.95
CCn1c(=O)c(C(=O)NCCc2ccc(OC)c(OC)c2)c(O)c2ccccc21	5	1	-1	1	-3	15	26	17	1
O=C(c1ccc(Oc2ccc(C(F)(F)F)cn2)cc1)N1CCN(c2ccccc2)CC1	12	16	-25	1	-1	25	10	35	1.3
CCOc1ccc(C(=O)Nc2sc3c(c2C(=O)OC)CC(C)(C)NC3(C)C)cc1	26	-6	-6	1	-5	39	41*	35	1.1
CCC(=O)c1ccc(OCC(O)Cn2cnc3ccccc32)cc1 (centres undefined)	19	-2	-3	0.95	5	8	-4	15	1
CCN(CC)S(=O)(=O)c1ccc2[nH]cc(C(=O)NCCCN3CCCCC3C)c(=O)c2c1 (centres undefined)	6	2	-10	0.97	3	-11	6	-17	1.1
Cc1c(Cl)c(=O)oc2cc(OC(C)C)ccc12	27	3	0	1.1	-7	-18	-2	-1	1
Cc1sc2nc3c4ccccc4c(NCc4ccco4)nn3c(=O)c2c1C	14	-3	-6	1	0	-1	12	-11	1.1
CCCCN(C(=O)CCCc1nc2ccccc2c(=O)[nH]1)c1c(N)n(CCCC)c(=O)[nH]c1=O	20	-2	-35	0.96	4	-5	-10	2	1.3
COc1ccc(NC(=O)C2=C(C)Nc3ncnn3C2c2ccccc2C(F)(F)F)c(OC)c1 (centres undefined)	13	4	-14	1.1	-6	12	8	16	1.1
Cc1ccc(C(=O)CN2C(=O)NC3(CCc4ccccc43)C2=O)s1 (centres undefined)	-5	9	-14	1.1	-6	9	10	-21	1.1

The last two compounds of the part before open the next one:
SMILES	NALP3 yeast inh	ATG4B inh	hIAP block	mIAP act	mIAP block	TIM10 inh	Apaf-1 inh	tim10-1 inh	hIAP activ
COc1ccc(NC(=O)C2=C(C)Nc3ncnn3C2c2ccccc2C(F)(F)F)c(OC)c1 (centres undefined)	13	4	-14	1.1	-6	12	8	16	1.1
Cc1ccc(C(=O)CN2C(=O)NC3(CCc4ccccc43)C2=O)s1 (centres undefined)	-5	9	-14	1.1	-6	9	10	-21	1.1
COc1cc(NC(=O)c2ccccc2NS(=O)(=O)c2ccc(Cl)s2)cc(OC)c1	15	-3	-6	0.98	2	35	16	35	1.1
COc1cc(CC2C(=O)Nc3ccccc32)cc(C)c1O (centres undefined)	15	0	-7	1.1	-5	8	0	1	1.1
CCC(C)(C)NC(=O)C(c1ccccn1)N(C(=O)c1csnn1)c1ccc(C)c(C)c1 (centres undefined)	20	-3	3	0.94	6	3	-1	5	0.97
O=C1CSc2nc3ccccc3n21	-5	-10	7	1	-1	13	-8	5	0.93
COc1ccc(NC(=O)c2ccco2)cc1NC(=O)c1ccco1	-1	0	0	0.98	2	14	0	-9	1
COc1ccccc1NC(=S)N(CCN1CCCCCC1)Cc1cccs1	2	7	-14	1.1	-7	1	7	36	1.1
O=C(CN1CCOCC1)N1c2ccccc2Sc2ccccc21	19	-8	-2	0.95	5	-17	4	13	1
CN(CC(=O)Nc1ccccc1Br)CC(=O)Nc1ccccc1C(F)(F)F	12	4	-56	1.1	-8	-4	4	18	1.6
